DSG3 Ab inh = inhibitors of pemphigus antibody binding to human desmoglein-3; P32926; DSG3-coupled beads, scFv-anti-DSG3-GFP binding, flow cytometry; active compounds read low; binding (percent of control), % at 10 µM; 310,000 compounds, 0.48% hits; AID 588358;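 active = binding more than 3 SD below its plate's average and above zero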;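 note: hits lower antibody fragment binding to DSG3; some compounds called inactive have numbers as strong as hits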
Target sequence (P32926 whole entry, looked up, the tested form may be a part): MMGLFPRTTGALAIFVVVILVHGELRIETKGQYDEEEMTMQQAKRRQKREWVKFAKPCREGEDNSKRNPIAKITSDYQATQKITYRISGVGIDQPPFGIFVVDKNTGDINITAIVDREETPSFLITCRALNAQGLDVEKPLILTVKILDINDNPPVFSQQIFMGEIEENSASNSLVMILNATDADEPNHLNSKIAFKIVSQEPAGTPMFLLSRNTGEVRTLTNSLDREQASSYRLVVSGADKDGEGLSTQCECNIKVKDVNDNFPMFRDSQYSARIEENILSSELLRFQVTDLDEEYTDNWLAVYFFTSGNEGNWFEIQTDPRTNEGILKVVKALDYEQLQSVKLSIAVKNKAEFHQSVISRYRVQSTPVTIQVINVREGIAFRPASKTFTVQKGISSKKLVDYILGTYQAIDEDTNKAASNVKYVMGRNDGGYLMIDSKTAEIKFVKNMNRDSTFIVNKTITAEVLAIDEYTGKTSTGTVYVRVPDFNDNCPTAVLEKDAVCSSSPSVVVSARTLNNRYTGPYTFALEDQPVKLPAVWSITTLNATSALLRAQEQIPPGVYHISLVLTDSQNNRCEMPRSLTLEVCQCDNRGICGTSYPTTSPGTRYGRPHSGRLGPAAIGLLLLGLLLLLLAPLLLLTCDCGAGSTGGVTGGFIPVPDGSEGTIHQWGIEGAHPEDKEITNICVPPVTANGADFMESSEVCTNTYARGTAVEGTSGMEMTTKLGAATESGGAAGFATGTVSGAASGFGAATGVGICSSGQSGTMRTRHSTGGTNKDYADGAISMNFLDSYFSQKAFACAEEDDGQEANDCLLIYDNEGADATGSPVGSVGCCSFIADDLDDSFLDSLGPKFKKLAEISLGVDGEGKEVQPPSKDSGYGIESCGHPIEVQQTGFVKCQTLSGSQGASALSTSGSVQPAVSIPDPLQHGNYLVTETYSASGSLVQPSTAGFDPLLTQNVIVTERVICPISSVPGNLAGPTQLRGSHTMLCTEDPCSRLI
OPRM1-OPRD1 inv = mu-delta opioid heterodimer inverse agonism | cell-based MOR-DOR heterodimer luminescence | inhibition, % at 9.3 µM | P35372+P41143 | AID 504357 | 340,000 compounds, 0.21% hits; in the data active = inhibition above about 22%, passing the limit was not always enough;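 note: 0% = cells with DMSO and 100% = wells without cells with DMSO; values of inactives mirror those of a sister screen read the other way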
E coli growth = counter-screen for AddAB inhibitors: E. coli growth inhibition; inhibition, % at 11.9 µM; AID 449728; 330,000 compounds, 0.27% hits; E. coli V3065 growth, OD600 absorbance, 18 h;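 active = inhibition above the campaign's mean inhibition across all tested compounds plus 3 SD, cut at about 9.9% in these data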;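 note: uninfected addAB+ strain grown without phage in ampicillin broth; 0% = DMSO wells and 100% = ciprofloxacin 0.95 µg/ml wells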
Tat transport = inhibitors of E. coli Tat protein transport. E. coli MC4100 TorA-mCherry Tat export, fluorescence. inhibition, % at 10 µM. 340,000 compounds, 0.036% hits. AID 488895;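 active = mean replicate inhibition at least 50% and at least half of replicates individually reaching 50%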;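 note: exported cargo escapes ClpAP degradation while cytoplasmic cargo is degraded and loses fluorescence; 0% = median of neutral control wells and 100% = median of NaSCN control wells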
phage Ecoli inh = E. coli growth loss with phage present | growth absorbance | inhibition, % at 11.9 µM | 360,000 compounds, 0.26% hits | AID 651602; in the data active = inhibition above about 11%
Arr AP2 block = blocks beta-arrestin peptide binding to AP2 adaptin; FITC-arrestin peptide / GST-AP2 beads, flow cytometry; AP2 beta2 appendage carries R879A mutation; inhibition, % at 10 µM; 340,000 compounds, 0.31% hits;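 active = inhibition above a set limit, near 3 SD of compounds lacking own fluorescence, cut at about 54% in these data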;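 note: plate controls were DMSO wells for no effect and 5 µM unlabelled arrestin peptide for full effect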
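System: GST-tagged AP2 beta2-adaptin appendage (R879A) on 4 µm glutathione beads / Reagent: FITC-arrestin peptide, 50 nM / Detection: HyperCyt-sampled flow cytometry, FL1 channel, ex 488/em 535 nm / Timing: 12 min plus 1 h, RT / Buffer or medium: PBS plus Tween 20 (0.05%) and BSA (0.1%)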
PfHsp90 set2 = growth inhibition of yeast expressing Plasmodium Hsp90 | S. cerevisiae expressing PfHsp90, BacTiter-Glo ATP, 48 h; yeast lacking PDR1 and PDR3 efflux regulators | AID 504621 | 310,000 compounds, 0.32% hits | inhibition, % at 9.4 µM;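 active = every replicate shows inhibition above about 80%, whatever the replicate mean, limit read from the data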;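 note: 0% = DMSO neutral controls and 100% = 20 µM radicicol positive controls; yeast relying on Plasmodium falciparum Hsp90 in place of its own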
OPRM1-OPRD1 ag = agonists of human mu-delta opioid receptor heterodimerization; P35372+P41143; cells, OPRM1-OPRD1 heterodimerization, luminescence; activation, % at 9.3 µM; 340,000 compounds, 0.3% hits; AID 504326; in the data active = activation above about 18%;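 note: 0% = vehicle-treated cells and 100% = reference agonist; values of inactives mirror those of a sister screen read the other way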
AddAB inh = less growth of phage-infected E. coli with AddAB. E. coli expressing H. pylori AddAB, absorbance growth. inhibition, % at 11.9 µM. 330,000 compounds, 0.29% hits; in the data active = inhibition above about 12%;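 note: 0% = vehicle wells of infected cells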
PKA-R1A activ = activates the PKA-R1A holoenzyme complex. P00514+P68181. PKA-R1A dissociation, Cy5-IP20 fluorescence polarization; scaled: DMSO 0%, 113 µM cGMP 100%. activation, % at 11.4 µM. 340,000 compounds, 0.083% hits;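 active = percent activation above the mean of all tested compounds plus 3 SD, cut at about 19% in these data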;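 note: higher means more PKAc released from R1A so a rise in polarization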
SUMO Mot1 rescue = blocks SUMOylation pathway, rescuing yeast Mot1-301 growth; S. cerevisiae Mot1-301 growth rescue, ATP luminescence, 38.5C; percent above DMSO median, 100 means doubled; growth rescue, % at 18.8 µM; 320,000 compounds, 1% hits;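 active = every valid replicate shows activation above 250% relative to neutral control wells; inactive = the rest, any valid replicate at or below 250%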;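 note: OY570 slx delta 5 strain wells were the positive control but not used for scaling; some compounds called inactive have numbers as strong as hits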
An asterisk follows results filed as active; / = not tested or not shown.

Order of results – PfHsp90 set2 | PKA-R1A activ | DSG3 Ab inh | SUMO Mot1 rescue | phage Ecoli inh | AddAB inh | OPRM1-OPRD1 inv | OPRM1-OPRD1 ag | Arr AP2 block | E coli growth | Tat transport
#1 COC(=O)[C@@H]1C[C@H]2CC[C@H](O)C[C@H]2N1Cc1ccc(C)s1
 : -25 | 0 | 142 | -13 | 1.8 | 3.4 | 12 | -2.7 | 13 | -0.7 | 0
#2 Nn1cnnc1SCC(=O)Nc1ccc2c(c1)OCO2
 : 18 | -2 | 99 | -1 | / | 1.7 | 5 | -1.0 | 24 | 1.1 | -2
#3 CC(=O)N1CC(C)c2scc(C)[n+]2-c2ccccc21 (stereo unspecified)
 : 8 | -12 | 97 | -4 | -0.1 | 2.3 | -11 | 1.6 | 4 | -0.4 | 2
#4 Cc1ccccc1OCC(=O)NC(=S)Nc1cccc2cc(O)ccc12
 : -12 | -5 | 116 | 284 | 1.4 | 0.3 | -54 | 10 | -9 | 0.5 | 0
#5 Cc1cc(=O)[nH]c(N/N=C/c2ccc(OC(=O)c3cccnc3)cc2)n1
 : 9 | -10 | 99 | -15 | 1.1 | -0.6 | 7 | -1.4 | 17 | 0.7 | -9
#6 Cc1occc1C(=O)N1CCN(S(C)(=O)=O)CC1
 : 20 | -9 | 107 | 0 | 1.2 | 1.1 | 5 | -0.8 | -1 | 1.2 | 9
#7 COc1ccc(-n2c(C)nc(N)c2C(=O)c2ccccc2)cc1
 : -6 | 2 | / | 3 | -1.0 | 2.0 | 9 | -1.8 | 7 | -2.5 | 8
#8 O=C(N/N=C/c1cc2cc3c(cc2nc1Cl)OCCO3)c1ccccc1O
 : -37 | -5 | 96 | -4 | 1.8 | 2.4 | -1 | 0.1 | 5 | -0.9 | -10
#9 O=C(NNC(=O)C1CCN(Cc2ccccc2)CC1)c1cccc(Cl)c1
 : / | 2 | 108 | 225 | 2.0 | 1.1 | 6 | -1.2 | 0 | -2.3 | -3
#10 CC(=O)Nc1cc(NC(C)=O)cc(-c2nc3ccccc3[nH]2)c1
 : 7 | -2 | 99 | -5 | 0.8 | -0.9 | 3 | -0.5 | 36 | 1.2 | 2
#11 CC(=O)C1=C(C)NC(SCC(=O)c2cc(Cl)ccc2Cl)=C(C#N)C1c1ccco1 (stereo unspecified)
 : -7 | 0 | 84 | -2 | 1.0 | 1.3 | -5 | 0.9 | 17 | 1.7 | 10
#12 CCOC(=O)CSc1ncc(OC)c(Sc2ccc(OC)cc2)n1
 : 1 | 1 | 103 | 6 | 0.9 | 4.7 | -3 | 0.5 | 6 | 2.2 | -3
#13 Cc1c(Cl)c([N+](=O)[O-])nn1CCCC(=O)NC(C)c1ccccc1 (stereo unspecified)
 : -15 | 2 | 114 | 4 | 4.2 | 2.1 | -3 | 0.6 | 9 | -0.7 | -1
#14 CN(C)S(=O)(=O)c1cccc(C(=O)Nc2ccccc2N2CCCCC2)c1
 : 3 | -4 | / | -6 | 0.9 | 3.5 | 8 | -1.2 | -4 | 2.3 | 3
#15 COC(=O)c1ccc(NC(=S)N2CCN(Cc3cccc(C)c3)CC2)cc1
 : / | 14 | 103 | 2 | 0.9 | 1.5 | -12 | 2.6 | 1 | -1.9 | -3
#16 Cc1ccc(-c2nnn(CC(=O)N(CCO)C(C(=O)NC3CCCC3)c3ccc(F)cc3)n2)o1 (stereo unspecified)
 : -5 | -10 | 113 | 3 | 2.9 | 0.0 | 2 | -0.4 | -1 | -2.2 | -1
#17 CC(C)OC(=O)Cn1c(-c2ccccc2)c(-c2ccccc2)nnc1=O
 : 9 | -1 | 110 | 1 | 2.9 | 2.8 | 13 | -2.4 | -3 | -0.5 | 8
#18 Cc1ccccc1OCCSc1nc2ccccc2n1CCC(=O)O
 : 1 | 11 | 101 | -29 | -1.5 | 0.5 | 8 | -1.7 | -7 | 0.7 | 1
#19 O=C(COC(=O)C1CCC1)NC(=O)c1ccccc1
 : / | -14 | 100 | 8 | 1.9 | 0.0 | 7 | -1.1 | -6 | 1.1 | 6
#20 Nc1nc2ccccc2n1CCOc1ccc(F)cc1
 : 8 | 0 | 124 | -12 | 9.6 | 6.2 | 12 | -2.4 | -1 | 3.1 | 3
#21 CC(NC(=O)CSc1ncccn1)c1ccc(Cl)cc1Cl (stereo unspecified)
 : -3 | 3 | 98 | -3 | 2.7 | 0.5 | 7 | -1.3 | 1 | 0.2 | 9
#22 O=S(=O)(Nc1nccs1)c1cc(Cl)ccc1Cl
 : -8 | 0 | 112 | 246 | 3.9 | 0.8 | 2 | -0.4 | 17 | 0.7 | 3
#23 COc1ccc(NC(=O)CSc2nncs2)cc1S(=O)(=O)N1CCCCC1
 : / | -7 | 102 | -11 | 1.7 | 0.8 | 8 | -2.1 | -6 | 1.1 | -1
#24 COc1ccc(S(=O)(=O)Nc2c(NC3CCCCC3)c3ccccc3oc2=O)cc1
 : 1 | 6 | 102 | -5 | 0.6 | 2.0 | 16 | -2.9 | 18 | 0.2 | 4
#25 CCOC(=O)c1c(C=O)c(C)n(Cc2ccc(C)cc2)c1C
 : / | -14 | 88 | -5 | -0.6 | 1.6 | -34 | 6.2 | -1 | -0.3 | 10
#26 O=S(=O)(c1ccc(S(=O)(=O)N2CCOCC2)cc1)N1CCCC1
 : -1 | 4 | 101 | -4 | 4.0 | 2.6 | 10 | -2.0 | -1 | -0.8 | -4
#27 COC(=O)c1ccc(COC(=O)[C@@H]2CC(O)CN2S(=O)(=O)c2ccccc2[N+](=O)[O-])cc1 (stereo partly specified)
 : 9 | -7 | 125 | -13 | 3.6 | -1.2 | -7 | 1.3 | 7 | 0.0 | 10
#28 O=S(=O)(Nc1ncccc1O)c1ccc(Cl)cc1
 : / | 7 | 122 | 6 | 0.8 | 1.9 | 6 | -1.1 | -1 | 0.0 | -3
#29 CC(OC(=O)CCCN=C1NS(=O)(=O)c2ccccc21)C(=O)N(C)c1ccccc1 (stereo unspecified)
 : 5 | -7 | 94 | 1 | 1.0 | 0.2 | 8 | -1.5 | 0 | 0.8 | -4
#30 CCN(CC)C(=O)Cn1cc(S(=O)(=O)CC(=O)Nc2ccc(F)cc2F)c2ccccc21
 : -10 | -1 | 102 | 3 | 0.9 | -0.2 | 18 | -3.6 | 1 | 0.3 | -4
#31 Cc1cccc(N2CCN(Cc3ccc([N+](=O)[O-])o3)CC2)c1C
 : 31 | 0 | 112 | -5 | 1.8 | 3.1 | -8 | 1.6 | -20 | -0.7 | -1
#32 Cc1ccc(S(=O)(=O)N2CCC(C(=O)NCCCN3CCOCC3)CC2)cc1C
 : / | -5 | 106 | -5 | 4.8 | -1.2 | 4 | -0.7 | -5 | -0.6 | 3
#33 COCCCNCC(O)COc1cccc2[nH]c(C)cc12 (stereo unspecified)
 : 16 | 1 | 107 | 773* | 3.6 | 4.6 | 11 | -1.9 | 14 | 1.9 | 8
#34 Cc1cc(C(=O)COc2ccccc2C(N)=O)c(C)n1C
 : / | 11 | 116 | -15 | 2.0 | 1.2 | 12 | -2.5 | 8 | -1.1 | -1
#35 CCCCS(=O)(=O)/C=C\C=C/S(=O)(=O)CCCC
 : 17 | 2 | / | 156 | / | 3.3 | 37* | -7.4 | 22 | 0.0 | -11
#36 CS(=O)(=O)Nc1ccccc1C(=O)NC1CC2CCC1C2 (stereo unspecified)
 : / | -14 | 99 | 129 | 2.8 | 3.8 | 9 | -1.7 | 21 | 2.1 | -3
#37 O=C1NC[C@H](Cc2ccccc2)N(CC2CCN(CCC34CC5CC(CC(C5)C3)C4)CC2)C1=O
 : -2 | -1 | 111 | / | 4.2 | / | 8 | -1.7 | 22 | / | -3
#38 COc1ccc(N2CCN(S(=O)(=O)CC34CCC(CC3=O)C4(C)C)CC2)cc1 (stereo unspecified)
 : -10 | -5 | 114 | 4 | -2.7 | 1.1 | 10 | -1.9 | 5 | 0.4 | 3
#39 Cc1cc(C(=O)Cn2cc([N+](=O)[O-])ccc2=O)c(C)n1CC1CCCO1 (stereo unspecified)
 : -89 | 3 | 98 | / | -0.7 | / | 12 | -1.8 | 1 | / | -7
#40 CSC1=NCCN1S(=O)(=O)c1ccc(Cl)cc1
 : 6 | 2 | 92 | 8 | 4.6 | 1.5 | -5 | 0.6 | 6 | 1.6 | -5
#41 CC1CCCC(C)N1C(=O)c1ccc2c(c1)S(=O)(=O)c1ccccc1C2=O (stereo unspecified)
 : -80 | 3 | / | -23 | -0.5 | 4.2 | 7 | -1.4 | 23 | 2.1 | -1
#42 CCOc1ccc(S(=O)(=O)N2CCC(C(=O)N3CCOCC3)CC2)cc1Cl
 : 25 | -15 | / | -6 | -0.9 | 1.7 | 0 | 0.1 | -1 | -1.2 | -3
#43 Cc1nc(-c2ccc([N+](=O)[O-])cc2)sc1C(=O)O
 : 26 | -11 | 100 | -12 | 1.2 | 3.2 | -40 | 8.0 | 24 | 2.5 | 6
#44 Nc1ccccc1-c1nnc(-c2ccccc2N)n1N
 : -22 | -5 | 96 | 73 | 1.0 | 1.7 | 18 | -3.6 | -17 | 0.7 | -6
#45 Cc1ccc(S(=O)(=O)N2CCCCC2)cc1NC(=O)COC(=O)c1ccc2c(c1)OCO2
 : -45 | 5 | 100 | -23 | 3.3 | 0.7 | 9 | -1.7 | 11 | -2.1 | 0
#46 CCOC(=O)c1ccccc1NC(=O)COC(=O)c1cc([N+](=O)[O-])ccc1N1CCOCC1
 : / | -6 | 101 | -3 | -0.8 | -1.2 | 2 | -0.2 | 16 | 0.3 | 6
#47 COc1cc(OC)cc(C(=O)Nc2nnc(SCC(=O)NCC3CCCO3)s2)c1 (stereo unspecified)
 : -21 | 7 | 113 | -6 | 1.7 | -0.2 | 3 | -1.1 | -4 | 2.0 | -6
#48 COc1ccc(/C=C(\NC(=O)c2ccc(OC)cc2)C(=O)Nc2ccc(C(=O)O)cc2)cc1
 : 4 | -4 | 92 | -9 | -0.1 | / | 6 | -1.1 | 10 | / | -6
#49 CN(NC1CC(=O)N(c2ccccc2)C1=O)c1ccccc1 (stereo unspecified)
 : 13 | -7 | 99 | -16 | 2.7 | 3.7 | -19 | 3.0 | 0 | -1.5 | 7
#50 CCn1c(/C=C/Nc2ccccc2)[n+](CC)c2cc(Cl)c(Cl)cc21
 : -2 | 4 | 102 | 2 | 3.6 | 1.3 | 9 | -1.8 | 2 | -0.6 | 1
#51 CN1CCN(C(=O)C2=C[C@@H](c3coc4ccccc4c3=O)C[C@@H](OCc3ccc(CO)cc3)O2)CC1
 : 10 | -1 | 101 | 5 | 0.1 | 1.4 | 8 | -1.5 | -2 | -0.5 | -2
#52 C/C=C/c1ccc(OCCCCOc2ccccc2C(C)=O)c(OC)c1
 : 9 | -8 | 104 | -5 | 2.1 | 6.3 | -17 | 3.3 | 2 | 2.2 | 7

Assay outcomes (PubChem)
